UDG counterscr: UDG inhibition counter-screen; FRET deamination/UDG coupled assay, UDG read, 4 h; Potency, µM (doses to about 115 µM), inactives show top-dose activity change, negative = inhibition, hits mostly inhibitors; hit rate 0.14% among 91,000; AID 1347430; note: nearly all actives have a fitted effect of over 65% in size
AID inh: blocks human AID cytidine deaminase activity | AID 1347428 | AID deamination FRET fluorescence, UDG-coupled, 4 h | Q9GZX7 | Potency, µM (highest dose often 115 µM), for the others: at the highest dose activity change, negative = inhibition, actives largely listed as inhibitors | hit rate 0.32% among 91,000; note: nearly all actives have a fitted effect of over 25% in size
Target sequence (Q9GZX7 whole entry, looked up): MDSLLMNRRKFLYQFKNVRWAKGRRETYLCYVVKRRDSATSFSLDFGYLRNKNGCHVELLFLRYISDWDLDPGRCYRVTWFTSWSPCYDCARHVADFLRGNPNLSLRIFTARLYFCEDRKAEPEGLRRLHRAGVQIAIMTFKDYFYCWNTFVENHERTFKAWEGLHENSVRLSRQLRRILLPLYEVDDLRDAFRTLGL
An asterisk follows results filed as active; & = joins results of further samples; [ ] = remark or other dose. Calls come from the whole dose curve; as a rule, active = well fitted curve in the direction sought with a large enough effect; inconclusive = small, poorly fitted or top-dose-only effect, or another doubt; inactive = no such curve, though single readings can be large; an effect the other way counts as inactive or inconclusive. % is set by controls: 0 for no effect and ±100 for the full control effect; potency is the fitted concentration of half-maximal effect. The list is partial (hit frequency here may not be typical).

Start of the data: the first 15 entries as a preview:
Results for COc1cccc(CNC(=O)c2oc3c(c2C)-c2nn(Cc4cccc(Cl)c4)cc2CC3)c1OC ?
UDG counterscr: -16%[57.5 µM]; AID inh: 79µM*

Results for CCCNC(=O)c1ccc(-c2nc(CS(=O)(=O)c3ccccc3)c(C)o2)cc1 ?
UDG counterscr: -7%; AID inh: -7%

What do the screens show for `CCN(CC)C(=O)c1c(-c2ccccc2)c(-c2ccccc2)nn(CC)c1=O`?
UDG counterscr: 1%[57.5 µM]; AID inh: 5%

Results for Cc1ccc(OCCNc2ccc(Cl)cc2)cc1 ?
UDG counterscr: -14%; AID inh: -13%

Results for NS(=O)(=O)c1ccc(N/N=C/c2ccc(-c3ccccc3)cc2)c([N+](=O)[O-])c1 ?
UDG counterscr: -9%; AID inh: -1%

Results for OCc1ccccc1CNCc1ccccc1 ?
UDG counterscr: -3%; AID inh: 5%

Results for CC(C)c1ccc(N2C(=O)CS(=O)(=O)C23C(=O)N(Cc2cccc(F)c2)c2ccccc23)cc1 (stereo not drawn) ?
UDG counterscr: -5%; AID inh: 0%

What do the screens show for `Cc1ccc(N2NC3(CCCC(C)C3)NC2=S)cc1C` (stereo not drawn)?
UDG counterscr: -4%; AID inh: -4%

Results for CN(CC(=O)Nc1ccccc1F)S(=O)(=O)c1ccc2c(c1)c(=O)n(C)c(=O)n2C ?
UDG counterscr: 1%; AID inh: 7%

How did O=C(Nc1ccc(OCCc2ccccc2)cc1)c1ccccc1 do in these assays?
UDG counterscr: 6%; AID inh: 9%

What do the screens show for `COC(=O)c1ccc(C(=O)NCC2(c3ccccc3)CCC2)cc1`?
UDG counterscr: -1%; AID inh: -6%

Results for CCOC(=O)c1cc(C)nc2c1c(=O)n(Cc1nc(-c3cc(C)ccc3C)oc1C)c(=O)n2C ?
UDG counterscr: 1%; AID inh: 0%

What do the screens show for `Cc1ccc(-n2nc(CO)c(C(=O)NCCCCc3ccccc3)n2)cc1C`?
UDG counterscr: 1%[57.5 µM]; AID inh: -6%

How did COc1cc(/C=C(/C#N)c2nc3ccccc3[nH]2)ccc1SC do in these assays?
UDG counterscr: 2%; AID inh: 0%

What do the screens show for `CCc1cccc(NS(=O)(=O)c2c(C)[nH]c(=O)[nH]c2=O)c1`?
UDG counterscr: 4%; AID inh: -11%

This part in full, previewed entries included:
Results for COc1cccc(CNC(=O)c2oc3c(c2C)-c2nn(Cc4cccc(Cl)c4)cc2CC3)c1OC ?
UDG counterscr: -16%[57.5 µM]; AID inh: 79µM*

Results for CCCNC(=O)c1ccc(-c2nc(CS(=O)(=O)c3ccccc3)c(C)o2)cc1 ?
UDG counterscr: -7%; AID inh: -7%

What do the screens show for `CCN(CC)C(=O)c1c(-c2ccccc2)c(-c2ccccc2)nn(CC)c1=O`?
UDG counterscr: 1%[57.5 µM]; AID inh: 5%

Results for Cc1ccc(OCCNc2ccc(Cl)cc2)cc1 ?
UDG counterscr: -14%; AID inh: -13%

Results for NS(=O)(=O)c1ccc(N/N=C/c2ccc(-c3ccccc3)cc2)c([N+](=O)[O-])c1 ?
UDG counterscr: -9%; AID inh: -1%

Results for OCc1ccccc1CNCc1ccccc1 ?
UDG counterscr: -3%; AID inh: 5%

Results for CC(C)c1ccc(N2C(=O)CS(=O)(=O)C23C(=O)N(Cc2cccc(F)c2)c2ccccc23)cc1 (stereo not drawn) ?
UDG counterscr: -5%; AID inh: 0%

What do the screens show for `Cc1ccc(N2NC3(CCCC(C)C3)NC2=S)cc1C` (stereo not drawn)?
UDG counterscr: -4%; AID inh: -4%

Results for CN(CC(=O)Nc1ccccc1F)S(=O)(=O)c1ccc2c(c1)c(=O)n(C)c(=O)n2C ?
UDG counterscr: 1%; AID inh: 7%

How did O=C(Nc1ccc(OCCc2ccccc2)cc1)c1ccccc1 do in these assays?
UDG counterscr: 6%; AID inh: 9%

What do the screens show for `COC(=O)c1ccc(C(=O)NCC2(c3ccccc3)CCC2)cc1`?
UDG counterscr: -1%; AID inh: -6%

Results for CCOC(=O)c1cc(C)nc2c1c(=O)n(Cc1nc(-c3cc(C)ccc3C)oc1C)c(=O)n2C ?
UDG counterscr: 1%; AID inh: 0%

What do the screens show for `Cc1ccc(-n2nc(CO)c(C(=O)NCCCCc3ccccc3)n2)cc1C`?
UDG counterscr: 1%[57.5 µM]; AID inh: -6%

How did COc1cc(/C=C(/C#N)c2nc3ccccc3[nH]2)ccc1SC do in these assays?
UDG counterscr: 2%; AID inh: 0%

What do the screens show for `CCc1cccc(NS(=O)(=O)c2c(C)[nH]c(=O)[nH]c2=O)c1`?
UDG counterscr: 4%; AID inh: -11%

Results for COc1ccc(OC)c(NC(=O)c2oc3c(c2C)-c2nn(Cc4ccc(Cl)cc4)cc2CC3)c1 ?
UDG counterscr: -6%; AID inh: 61%[activator]

How did CCOC(=O)c1c(NC(C)=O)c2c3c(sc2n1Cc1nc(-c2ccccc2OCC)oc1C)CCCC3 do in these assays?
UDG counterscr: -7%; AID inh: 8%

How did COc1ccc(OC)c(NC(=O)c2cc(=O)[nH]c3ccccc23)c1 do in these assays?
UDG counterscr: 7%; AID inh: -1%

What do the screens show for `S=C(NCCc1ccccc1)Nc1cccc(Cl)c1`?
UDG counterscr: -5%; AID inh: -2%

What do the screens show for `CCOc1ccc(NC(=O)c2cc(C)nc3ccc(C)cc23)cc1OCC`?
UDG counterscr: -7%; AID inh: -1%

Results for CN1CCN(C(=O)Cn2ncc3c4ccccc4n(Cc4ccc(Cl)cc4)c3c2=O)CC1 ?
UDG counterscr: 9%; AID inh: -10%

What do the screens show for `CC(Sc1ccc(F)cc1F)C(N)=O` (stereo not drawn)?
UDG counterscr: -3%; AID inh: -5%

How did Cc1ccc(OCC(=O)Nc2ccc(-c3nc4ccc(C)cc4o3)cc2)cc1 do in these assays?
UDG counterscr: -5%&4%; AID inh: 3%&3%

What do the screens show for `CCOc1ccc(NC(=O)c2ccc(Cl)cc2)c2cccnc12`?
UDG counterscr: 4%; AID inh: -2%

What do the screens show for `COc1ccc(Cn2ccnc2SCC(=O)Nc2cc(C(F)(F)F)ccc2Cl)cc1`?
UDG counterscr: -3%; AID inh: -4%

How did O=C(NCCc1cccc2ccccc12)c1ccc2ccccc2n1 do in these assays?
UDG counterscr: -13%; AID inh: -21%

What do the screens show for `Cc1cc(C)n(-c2nc3c(c(=O)n(Cc4ccc(F)cc4)c(=O)n3C)n2CCC(C)C)n1`?
UDG counterscr: -8%; AID inh: -8%

How did CCN(CC)c1ccc(NS(=O)(=O)c2ccc(-c3cnc(C4CC4)o3)cc2)c(C)c1 do in these assays?
UDG counterscr: -5%; AID inh: -15%

How did COc1ccc(NC(=O)Cn2c(=O)n(CCCC(=O)NCCc3ccc(C)cc3)c(=O)c3ccccc32)cc1Cl do in these assays?
UDG counterscr: -3%; AID inh: 5%

What do the screens show for `CCOC(=O)C1CCCN(C(=O)CN2C(=O)COc3ccc(S(=O)(=O)N4CCCCC4)cc32)C1` (stereo not drawn)?
UDG counterscr: -6%; AID inh: -13%

How did CCn1c(SCC(=O)Nc2cc(Cl)ccc2OC)nc2c([nH]c3ccccc32)c1=O do in these assays?
UDG counterscr: -9%; AID inh: 22%

How did CCOC(=O)c1cnc2ccc(OC)cc2c1NCCc1ccc(OC)c(OC)c1 do in these assays?
UDG counterscr: 1%; AID inh: 12%

Results for Fc1ccccc1N1CCN(Cc2ncc(-c3ccc(Cl)cc3)o2)CC1 ?
UDG counterscr: -7%; AID inh: -6%

Results for Cc1ccc(N(CC(=O)NCC2CCCO2)S(=O)(=O)c2ccc(C)cc2)cc1 (stereo not drawn) ?
UDG counterscr: -5%; AID inh: -10%

Results for Brc1cccc(-c2noc(/C=C/c3ccccc3)n2)c1 ?
UDG counterscr: 6%; AID inh: 1%

What do the screens show for `O=C(N[C@@H]1C[C@H]2CC[C@@H]1C2)c1cccc(Cl)c1`?
UDG counterscr: -11%; AID inh: -18%

What do the screens show for `Cc1ccc(COC(=O)C(C)NC(=O)c2ccccc2)cc1` (stereo not drawn)?
UDG counterscr: -1%; AID inh: 0%

How did COc1ccc(NC(=O)CSC2=Nc3ccccc3C3=NC(CC(=O)NCCc4ccccc4)C(=O)N23)cc1 (stereo not drawn) do in these assays?
UDG counterscr: 24%; AID inh: -26%

What do the screens show for `O=C(Nc1ccncc1)c1cc(-c2cccs2)nc2ccccc12`?
UDG counterscr: 4%; AID inh: -3%

What do the screens show for `CCOCCCn1c(SCC(=O)Nc2ccc(C(C)C)cc2)nc2c(sc3ccccc32)c1=O`?
UDG counterscr: -11%; AID inh: 14%

How did CCOC(=O)C(=CNC(C)=O)C(=O)OCC do in these assays?
UDG counterscr: -3%; AID inh: 0%

Results for CNC(=O)C1CCC(Cn2c(=O)c3sccc3n(CC(=O)NCc3ccccc3)c2=O)CC1 (stereo not drawn) ?
UDG counterscr: 3%; AID inh: 3%

What do the screens show for `CCOC(=O)c1scc(-c2ccc(C)cc2)c1S(=O)(=O)Nc1cc(OC)ccc1OC`?
UDG counterscr: -10%; AID inh: 53%[activator]

What do the screens show for `O=C(CNc1ccc(C(F)(F)F)cc1)Nc1cccc(F)c1`?
UDG counterscr: -12%; AID inh: -12%

What do the screens show for `Cc1cc(F)ccc1NC(=O)C(C(C)C)N1Cc2ccccc2C1=O` (stereo not drawn)?
UDG counterscr: inconclusive; AID inh: -1%

How did CCOC(=O)C1=C(CN2CCN(c3ccccc3OC)CC2)NC(=O)NC1c1ccccc1 (stereo not drawn) do in these assays?
UDG counterscr: -10%; AID inh: inconclusive

How did Cc1oc2cc(OCC(=O)NC(C)C)ccc2c(=O)c1-c1ccc(Cl)cc1 do in these assays?
UDG counterscr: 5%; AID inh: -8%

Results for COc1ccc(OC)c(-c2noc(N3CCN(c4ccc(Cl)cc4)CC3)n2)c1 ?
UDG counterscr: 5%; AID inh: 11%

What do the screens show for `CC(C)Cn1c(SCC(=O)NC(c2ccc(F)cc2)C(C)C)nc2ncccc2c1=O` (stereo not drawn)?
UDG counterscr: 1%; AID inh: -6%

How did COc1ccc(OCc2ccc(-c3nc(C#N)c(NCc4ccc(F)cc4)o3)o2)cc1 do in these assays?
UDG counterscr: -18%; AID inh: -25%

How did O=C(COc1ccc(Br)cc1)Nc1cccc2cccnc12 do in these assays?
UDG counterscr: -9%; AID inh: -17%

What do the screens show for `COc1ccc(-n2c(CC3C(=O)N(C)c4ccc(C)cc43)nc3ccccc3c2=O)cc1` (stereo not drawn)?
UDG counterscr: inconclusive; AID inh: -6%

Results for CC1=CC(=O)C2=C(C)C[C@H](OC(=O)c3ccccc3Br)[C@@H]3[C@H](OC(=O)[C@H]3C)[C@@H]12 ?
UDG counterscr: -7%; AID inh: -18%

What do the screens show for `CC(C)=CCC/C(C)=C/CNCC(O)CN1CCOCC1` (stereo not drawn)?
UDG counterscr: -6%; AID inh: 0%

Results for O=Cc1cccn1-c1ccc(Br)cc1Br ?
UDG counterscr: 7%; AID inh: -3%

How did COC(=O)CCN(C(=O)c1c(C)oc2ncnc(N3CCOCC3)c12)c1ccccc1 do in these assays?
UDG counterscr: 3%; AID inh: -2%

What do the screens show for `COc1ccc(C2(CNC(=O)c3ccccc3)CCCCC2)cc1OC`?
UDG counterscr: 6%; AID inh: -4%

What do the screens show for `Cc1c(C(=O)NCc2nnc3n2CCCCC3)oc2ccc(Cl)cc12`?
UDG counterscr: -4%; AID inh: -10%

What do the screens show for `COc1ccc2c(c1)c1c(c(=O)n(Cc3ccccc3)c(=O)n1CC(=O)Nc1ccc(C)cc1C)n2C`?
UDG counterscr: 0%; AID inh: 9%

Results for CCCc1nnc(NC(=O)c2cc(=O)c3ccccc3o2)s1 ?
UDG counterscr: -8%; AID inh: 1%

How did Cc1noc(C)c1S(=O)(=O)N(CC(=O)NCCc1ccc(Cl)cc1)c1ccc(C(C)C)cc1 do in these assays?
UDG counterscr: -1%; AID inh: 3%

How did O=C(NNC(=S)NCc1ccccc1)c1ccc2ccccc2c1 do in these assays?
UDG counterscr: -2%; AID inh: -10%

What do the screens show for `O=C(COC(=O)c1ccc2ccccc2n1)NCc1ccc(Cl)cc1`?
UDG counterscr: -4%; AID inh: -6%

How did COc1ccc(/C=C(\C#N)C(=O)C(C)(C)C)cc1OCc1cccc(C(F)(F)F)c1 do in these assays?
UDG counterscr: 5%; AID inh: 2%

Results for CCc1ccc(NC(=O)CSc2nc3c(sc4ccccc43)c(=O)n2CCCOC(C)C)cc1 ?
UDG counterscr: 5%; AID inh: 29%

What do the screens show for `CCOc1ccc2nc(NC(=O)c3nc(SCc4ccccc4F)ncc3Cl)sc2c1`?
UDG counterscr: -21%; AID inh: -12%

How did COc1cccc2cc(-c3cc(=O)oc4ccc(C(C)(C)C)cc34)oc12 do in these assays?
UDG counterscr: 4%; AID inh: -8%

Results for Cc1sc2ncnc(NCc3cccs3)c2c1C ?
UDG counterscr: -5%; AID inh: -11%

Results for CCc1ccc(-c2nc(-c3cc4ccccc4oc3=O)sc2C)cc1 ?
UDG counterscr: -11%; AID inh: -15%

Results for Cc1cccc(N2CCN(c3nc4ccccc4c4nnc(C)n34)CC2)c1C ?
UDG counterscr: 17%; AID inh: 25%

How did COc1ccccc1N1CCN(C(=O)C2CCN(S(=O)(=O)Cc3ccccc3)CC2)CC1 do in these assays?
UDG counterscr: inconclusive; AID inh: 0%

Results for COC(=O)c1ccc(COc2ccc(C#N)cc2OC)cc1 ?
UDG counterscr: 8%; AID inh: 9%

What do the screens show for `CCN(CC)C(=S)SCc1ccc(C(=O)O)cc1`?
UDG counterscr: 4%; AID inh: -1%

What do the screens show for `CC(=O)Nc1cccc(C(C)NC(=O)NC(c2ccc(Cl)cc2)C(C)C)c1` (stereo not drawn)?
UDG counterscr: 5%; AID inh: -2%

Results for COc1cccc(-c2nn(C)c3sc(C(=O)NCc4cc(OC)ccc4OC)cc23)c1 ?
UDG counterscr: inconclusive; AID inh: inconclusive

Source: PubChem BioAssay
